Efflux pump mplx = inhibitors of Candida efflux pumps in yeast, primary screen, S. cerevisiae, Nile Red, multiplex. S. cerevisiae Candida pump triplex. inhibition, % at 10 µM. 0.44% of 330,000 active. AID 485275, 2010;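 active = plate passing quality check with inhibition over a set limit, or well fluorescence over plate mean plus 4 SD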;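 also: Nile Red retained in pooled yeast measured as flow cytometry median fluorescence; 0% = buffer negative control and 100% = Enniatin B positive control; higher means more Nile Red kept so more efflux inhibition; some compounds called inactive have numbers as strong as hits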
PP5 inh = PP5 phosphatase inhibitors, primary screen, biochemical, fluorescence. purified PP5c, OMFP substrate fluorescence. inhibition, % at 6.7 µM. 0.18% of 320,000 active;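 active = inhibition above the campaign's mean inhibition across all tested compounds plus 3 SD, cut at about 9.5% in these data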;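 also: 0% = DMSO only and 100% = 100 µM cantharidin control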
Target sequence (P53041 whole entry, looked up): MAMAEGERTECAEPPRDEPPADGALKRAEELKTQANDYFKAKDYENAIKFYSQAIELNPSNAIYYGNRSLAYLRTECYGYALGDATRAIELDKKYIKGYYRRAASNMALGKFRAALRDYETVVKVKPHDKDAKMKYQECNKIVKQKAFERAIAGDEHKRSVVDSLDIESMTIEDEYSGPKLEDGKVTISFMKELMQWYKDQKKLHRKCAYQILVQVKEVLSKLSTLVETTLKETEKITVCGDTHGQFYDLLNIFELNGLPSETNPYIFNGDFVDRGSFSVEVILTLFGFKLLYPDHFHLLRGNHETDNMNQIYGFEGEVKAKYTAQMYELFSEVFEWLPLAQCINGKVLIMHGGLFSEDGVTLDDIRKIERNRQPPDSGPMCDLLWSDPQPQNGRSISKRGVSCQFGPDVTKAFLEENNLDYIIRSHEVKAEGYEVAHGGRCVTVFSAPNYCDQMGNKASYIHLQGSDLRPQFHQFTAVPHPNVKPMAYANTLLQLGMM
CTSL1 counter = Fasciola hepatica cathepsin L1 inhibitors, primary screen, counter-screen for PFM18AAP inhibitor project, biochemical, QFRET, fluorogenic peptide substrate; recombinant F. hepatica cathepsin L1, Z-Leu-Arg-MCA fluorescence; inhibition, % at 5.96 µM; 0.49% of 300,000 active;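 active = inhibition above the mean of all tested compounds plus 3 SD, set per screening campaign, cut at about 17% in these data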;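 also: 0% = plate median of test compound wells and 100% = 1 µM Z-Phe-Ala-diazomethylketone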
PP1 inh = PP1-alpha phosphatase inhibitors, primary screen, counter-screen for PP5 inhibitor project, biochemical, fluorescence, OMFP substrate, single point. purified PP1alpha. inhibition, % at 6.7 µM. 0.9% of 320,000 active. Serine/threonine-protein phosphatase PP1-alpha catalytic subunit (Homo sapiens), P62136;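 active = inhibition above the mean inhibition of all tested compounds plus 3 SD, computed separately for each screening campaign, cut at about 15% in these data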
Target sequence (P62136 whole entry, looked up): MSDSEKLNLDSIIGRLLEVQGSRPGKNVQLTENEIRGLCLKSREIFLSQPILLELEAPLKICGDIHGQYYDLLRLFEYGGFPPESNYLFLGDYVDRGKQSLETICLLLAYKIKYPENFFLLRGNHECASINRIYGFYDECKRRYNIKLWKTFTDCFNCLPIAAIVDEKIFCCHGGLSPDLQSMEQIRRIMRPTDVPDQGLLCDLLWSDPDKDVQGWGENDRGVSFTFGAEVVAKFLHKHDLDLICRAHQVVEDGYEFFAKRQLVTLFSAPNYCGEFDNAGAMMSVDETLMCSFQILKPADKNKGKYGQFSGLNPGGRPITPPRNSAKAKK
HCV core dimer = inhibitors of HCV core protein dimerization, primary screen, biochemical, TR-FRET, high-throughput; TR-FRET GST/Flag-core106 dimerization, 1536-well; inhibition, % at 5 µM; 0.33% of 300,000 active; AID 1899, 2009;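 active = inhibition above the mean of all tested compounds plus 3 SD, set per screening campaign, cut at about 45% in these data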
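Material: Tagged HCV core106 pair (GST and Flag) | Amount: GST-core106 13.5 nM, Flag-core106 17 nM | Medium: KF-containing HEPES buffer, pH 7.45, DTT, CHAPS, BSA | Reagent: Eu donor and XL665 acceptor anti-tag antibodies | Schedule: 4 h at 22.5 °C | Technique: Time-resolved FRET, ex 340 nm, em 617 and 671 nm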
JMJD2C inh = inhibitors of GASC-1 histone demethylase, primary screen, biochemical, fluorescence, DELFIA europium. GST-JMJD2C(1-420) H3K9me3 demethylation. inhibition, % at 2.35 µM. 0.069% of 330,000 active;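 active = more than half of a compound's replicate wells show inhibition beyond 50%, single wells judged on their own value; inconclusive = some, but no more than half, of replicates pass 50% inhibition; inactive = no replicate passes 50% inhibition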;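 also: signal counts dimethyl H3K9 product captured on neutravidin plate; 0% = median of DMSO wells and 100% = 0.3 times that DMSO median; strong numbers were not always called active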
TPT1 inhibitor = Candida albicans TPT1 enzyme inhibitors, primary screen, biochemical, fluorescence polarization; tRNA 2'-phosphotransferase TPT1 (Candida albicans SC5314); recombinant caTPT1, FP RNA substrate dephosphorylation; inhibition, % at 5 µM; 0.81% of 300,000 active; AID 1962, 2009;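 active = inhibition above the mean of all tested compounds plus 3 SD, set per screening campaign, cut at about 24% in these data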;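 also: plate controls were DMSO alone for no effect and ferristatin control at 100 nM for full effect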
LYPLA2 counter = LYPLA2 inhibitors, primary screen, counter-screen for PME1 inhibitor project, biochemical, fluorescence polarization, FP-Rh probe ABPP. Acyl-protein thioesterase 2 (Homo sapiens), O95372. recombinant LYPLA2. inhibition, % at 5.9 µM. 0.38% of 320,000 active. AID 2177, 2009;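 active = inhibition above the screen-wide mean plus 3 SD, limit set per campaign, cut at about 26% in these data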;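 also: 0% = LYPLA2 with DMSO and 100% = wells lacking LYPLA2 enzyme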
Target sequence (O95372 whole entry, looked up): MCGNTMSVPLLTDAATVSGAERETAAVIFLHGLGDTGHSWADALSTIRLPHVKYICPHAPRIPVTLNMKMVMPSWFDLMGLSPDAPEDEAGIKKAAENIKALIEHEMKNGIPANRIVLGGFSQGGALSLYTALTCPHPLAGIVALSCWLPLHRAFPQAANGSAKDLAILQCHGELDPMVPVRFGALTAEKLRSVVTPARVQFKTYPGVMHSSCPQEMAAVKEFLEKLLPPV
PREPL inhibitor = PREPL enzyme inhibitors, primary screen, biochemical, fluorescence polarization | inhibition, % at 5.96 µM | AID 2751, 2010 | 0.68% of 320,000 active | recombinant PREPL, fluorescence polarization activity-based probe; in the data active = inhibition above about 43%;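 also: 0% = enzyme with DMSO and 100% = wells lacking enzyme; many of its hits are not listed in these tables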
The depositor's hits bear a star; ? = inconclusive; . = not tested or not shown; & = joins results of further samples. The list is partial; rates above refer to the full screens.

Start of the data: the first two entries as a preview:
# | canonical_smiles | PP5 inh | JMJD2C inh | CTSL1 counter | HCV core dimer | Efflux pump mplx | LYPLA2 counter | PREPL inhibitor | PP1 inh | TPT1 inhibitor
1 | O=C(CN(Cc1ccccc1)S(=O)(=O)c1ccc(Br)cc1)NCc1ccco1 | 1.7 | -3 | 6 | 5 | 0.0 | 7 | -6 | 2 | 2
2 | Cc1ccc(CNC(=O)CN(c2ccc(C)cc2)S(=O)(=O)c2c(C)n[nH]c2C)cc1 | 1.4 | 4 | 3 | -5 | 0.4 | -9 | -12 | 3 | 0

Main list, from the first entry:
# | canonical_smiles | PP5 inh | JMJD2C inh | CTSL1 counter | HCV core dimer | Efflux pump mplx | LYPLA2 counter | PREPL inhibitor | PP1 inh | TPT1 inhibitor
1 | O=C(CN(Cc1ccccc1)S(=O)(=O)c1ccc(Br)cc1)NCc1ccco1 | 1.7 | -3 | 6 | 5 | 0.0 | 7 | -6 | 2 | 2
2 | Cc1ccc(CNC(=O)CN(c2ccc(C)cc2)S(=O)(=O)c2c(C)n[nH]c2C)cc1 | 1.4 | 4 | 3 | -5 | 0.4 | -9 | -12 | 3 | 0
3 | CN(C)c1cccc(C(=O)Nc2nnc(Cc3ccccc3)s2)c1 | 4.6 | 95 | 4 | -12 | -0.1 | -2 | 26 | 10 | -1
4 | CC(=O)c1ccc(NC(=O)C(C)n2c3ccccc3c3nc(=O)cc(C)n32)cc1 (stereo not given) | -1.1 | 21 | -6 | -5 | 0.1 | -5 | -6 | -3 | 3
5 | CCn1c(C(=O)O)c(CC(=O)Nc2ccccc2F)c2ccccc21 | 3.3 | 3 | 0 | 1 | 0.3 | 3 | 4 | 3 | -2
6 | COc1ccc(CCNC(=O)CN(c2ccc(OC)c(OC)c2)S(C)(=O)=O)cc1 | 2.9 | 1 | 1 | -1 | 0.1 | 4 | 5 | 0 | -2
7 | O=C(O)c1ccc(Cl)c(NCc2cccs2)c1 | 2.7 | -2 | -7 | 0 | 0.0 | 2 | -6 | 1 | 0
8 | COc1cc2cc(C(=O)N3CCC(Cc4ccccc4)CC3)[nH]c2cc1OC | 0.7 | 4 | -1 | 14 | -0.1 | 15 | 17 | -3 | 0
9 | Cn1c(=O)c2cc(S(=O)(=O)NC(C(=O)NCc3ccccn3)c3ccccc3)ccc2n(C)c1=O (stereo not given) | 3.3 | 11 | -1 | 6 | 0.4 | -7 | -2 | -5 | -2
10 | CCC(C)(C)NC(=O)C(c1cccc(OC)c1)N(C(=O)CNC(=O)c1cccs1)c1cccnc1 (stereo not given) | -0.3 | -5 | -1 | 0 | 0.4 | 2 | 4 | -3 | 0
11 | C=Cc1ccc(N=Cc2c(O)ccc3ccccc23)cc1 | 3.3 | 6 | -3 | 2 | -0.1 | -5 | 25 | 0 | 40*
12 | O=C(CNc1cccc(C(F)(F)F)c1)N/N=C/c1cn(-c2ccccc2)nc1-c1ccccc1 | 0.4 | -6 | 1 | 4 | -0.2 | -12 | -16 | 9 | -3
13 | CCC(=O)OCc1c(C(F)(F)F)nn(C)c1Sc1ccc(Cl)cc1 | 4.4 | 7 | 3 | 2 | 0.0 | 3 | 1 | 1 | -2
14 | NC(=O)c1ccsc1NC(=O)COC(=O)CNC(=O)c1cccc([N+](=O)[O-])c1 | 0.9 | . | . | . | 0.2 | 3 | 8 | 0 | .
15 | O=C(CSc1nnc(-c2cccc(Br)c2)o1)N1CCOCC1 | 0.6 | 4 | 0 | -4 | 0.0 | 2 | 3 | -1 | -1
16 | O=C(CNC(=O)c1ccc(Cl)cc1Cl)NCC1CCCO1 (stereo not given) | 0.8 | -3 | 0 | -1 | 0.0 | 7 | 10 | -1 | 2
17 | Cc1ccc(S(=O)(=O)/N=C2/C=C(Sc3ncn[nH]3)C(=O)c3ccccc32)cc1 | 13* | 18 | 107* | -11 | -0.2 | 47* | 6 | 4 | -6
18 | Cc1cc(C)c2nc3c(c(C(=O)O)c2c1)CCC3 | -2.0 | 12 | -4 | -6 | 0.0 | -2 | 0 | -7 | 0
19 | C/C(CC(C)C)=N\Oc1nc(C)cc(C)n1 | -1.4 | 8 | 1 | 3 | -0.1 | 0 | -6 | -4 | 2
20 | COc1ccc(NC(=O)NC(=O)c2cc(OCC(F)(F)F)ccc2OCC(F)(F)F)cc1 | 5.7 | 0 | -1 | -3 | 0.0 | 4 | 13 | -1 | -1
21 | COC(=O)C1CCN(C(=O)c2cc3ccccc3oc2=O)CC1 | 2.4 | -4 | 1 | 1 | 0.1 | 4 | 2 | -4 | 0
22 | O=C(NC1CC2CCC(C1)N2Cc1ccccc1)c1ccccc1Br (stereo not given) | 3.3 | -20 | -1 | 0 | 0.0 | 8 | 12 | -3 | 2
23 | CCOc1ncccc1C(=O)OCC(=O)N1CCN(S(=O)(=O)c2ccc(Cl)cc2)CC1 | 1.0 | -1&16 | -8 | -4 | 0.0 | 3 | 1 | 0 | 0
24 | CCCOc1ccc(C(=O)NNC(=O)c2cccc(S(=O)(=O)N3CCN(C(C)=O)CC3)c2)cc1OC | 1.3 | -3 | 6 | -1 | 0.1 | -1 | 8 | -3 | 0
25 | COCCCNC(=O)c1sc2ncnc(N3CCc4ccccc4C3)c2c1C | 1.5 | 0 | 6 | 12 | 0.0 | 7 | -9 | -4 | -5
26 | CCO[C@H]1OC(C(=O)Nc2ccccc2)=C[C@@H](c2csc3ccccc23)[C@@H]1CCCO | 6.9 | 1 | 0 | 3 | . | -9 | 5 | 3 | -1
27 | Cn1cccc1Cc1nnc(SCC(=O)N2CCOCC2)n1-c1ccc(F)cc1 | 1.4 | 1&1 | -1 | 3 | 0.0 | 0 | 6 | -4 | 0
28 | CC(OC(=O)CCN=C1NS(=O)(=O)c2ccccc21)C(=O)N(C)c1ccccc1 (stereo not given) | -3.1 | 83 | -1 | -3 | 0.1 | -2 | -1 | -9 | 1
29 | CC(=O)Nc1ccccc1C(=O)N1CC2(C)CC1CC(C)(C)C2 (stereo not given) | 0.8 | -4 | 0 | 4 | 0.0 | 3 | 7 | 2 | -5
30 | CCCCNC(=S)N1CCn2cccc2C1c1ccccc1 (stereo not given) | -0.3 | -17 | 1 | -2 | 0.0 | -6 | -3 | -3 | -1
31 | Cc1cccc2cc(C#N)c(NCCNC(=O)NC3CCCCC3)nc12 | -0.2 | 7 | 0 | -4 | 0.1 | -2 | -5 | 3 | -5
32 | Cc1cc(NC(=O)COC(=O)C2CCCN2C(=O)c2cccs2)no1 (stereo not given) | -1.9 | -12 | -14 | -4 | -0.5 | 9 | 5 | -1 | -1
33 | CCCCOc1ccc([N+](=O)[O-])cc1C(=O)O | -0.7 | -17 | 1 | -2 | 0.1 | -6 | -3 | -1 | 5
34 | CCOc1ccc(S(=O)(=O)NCCC(=O)NCC(c2ccc(OC)cc2)N2CCCCC2)cc1 (stereo not given) | -2.3 | 7 | 1 | 2 | 0.1 | 1 | -1 | -2 | 1
35 | CCc1nn2c(=O)cc(CSc3nc(C)cc(=O)[nH]3)nc2s1 | -2.2 | -3 | -4 | -5 | -0.1 | 4 | 1 | -2 | -6
36 | CCN1CCN(C(=O)c2cccc(OC3CCN(S(=O)(=O)N(C)C)CC3)c2)CC1 | -0.7 | -7 | 0 | 4 | 0.2 | 0 | 4 | -2 | -1
37 | CC(=O)Nc1ccc(SCC(=O)c2cc(C)n(-c3ccccc3F)c2C)cc1 | -1.2 | 3 | -9 | -2 | 0.0 | -1 | -11 | -10 | 3
38 | Cn1cnc([N+](=O)[O-])c1Oc1cccc2ccccc12 | 1.8 | -16 | -1 | -15 | 1.1* | 0 | 14 | -8 | 4
39 | COc1ccc(CSc2nncn2C)cc1F | 4.2 | 13 | 0 | -8 | 0.0 | -6 | 3 | -4 | 0
40 | CCOc1ccc(C(=O)N2CCN(C(=O)c3ccco3)CC2)cc1OCC | 2.3 | -3 | -2 | -4 | 0.0 | 3 | 0 | 0 | 1
41 | COC(=O)CCNC(=O)c1ccc2[nH]c(C)c(C)c2c1 | -0.8 | 4 | -4 | -2 | -0.2 | 3 | 2 | -7 | -3
42 | CCc1ccc2nc(N(CCCN(C)C)C(=O)c3ccc(S(=O)(=O)N4CCCc5ccccc54)cc3)sc2c1 | 0.3 | -11 | 0 | -13 | 0.1 | -1 | -6 | 14 | -5
43 | CC(=O)c1cn(CC(=O)Nc2ccc(C)cc2C)c2ccccc12 | 1.8 | 3 | 0 | 7 | 0.2 | -5 | 1 | -2 | 0
44 | COc1cccc(-c2csc(N3CCN(C(=O)C4CCCCC4)CC3)n2)c1 | 3.0 | 20 | 3 | 4 | 0.2 | 0 | 16 | 1 | 1
45 | O=C(c1cc(-c2ccccc2Cl)nc2ccccc12)N1CCC1 | -0.2 | 0 | 0 | -4 | -0.1 | -1 | -3 | 2 | -2
46 | CCCCn1c(Cc2ccccc2)nnc1SCC(=O)Nc1cc(C)on1 | -3.0 | 38 | -5 | 3 | 0.1 | 2 | 9 | -1 | 0
47 | Cc1[nH]nc(SCC(=O)NCc2ccc(F)cc2)c1[N+](=O)[O-] | 2.2 | -11 | 2 | -4 | 0.1 | 7 | -7 | -2 | 1
48 | COc1ccc(-c2[nH]ncc2CN2CCC(OCc3ccccn3)CC2)c(F)c1 | -1.1 | 0 | -1 | 2 | 0.0 | 0 | 12 | -5 | -1
49 | CCNC(=O)/C(C#N)=C/c1c(N2CCN(c3ccc(OC)cc3)CC2)nc2c(C)cccn2c1=O | -0.2 | -2 | 1 | 17 | 0.0 | -5 | 55* | -1 | 1
50 | CC1C(C#N)=C(SCC(N)=O)NC2=C1C(=O)CC(C)(C)C2 (stereo not given) | -2.7 | 4 | 4 | -3 | 0.0 | 2 | -3 | 0 | -6
51 | Cc1ccc2c(c1)N(CC(=O)OCC(=O)NCc1ccccc1)C(=O)CO2 | -1.0 | ? | 5 | -1 | 0.1 | 4 | 4 | -3 | -1
52 | COc1ccccc1NC(=O)CCC(=O)OCc1ccc(Br)cc1 | 0.0 | -15 | -35 | -1 | 0.0 | 13 | 5 | 0 | -1
53 | Cc1ccc(NC(=O)NNC(=O)c2cc3ccccc3cc2O)c(C)c1 | 2.5 | 8 | 1 | 6 | 0.1 | -3 | 11 | 3 | -1
54 | Cc1nn(C)cc1CNC(=O)C1CCC(=O)N(CC2CCCCC2)C1 (stereo not given) | 2.1 | 8 | -15 | 1 | -0.3 | 2 | 1 | -4 | -2
55 | CC(C(=O)NCCS(=O)(=O)c1ccc(Cl)cc1)S(=O)(=O)c1ccc(Cl)cc1 (stereo not given) | -0.2 | 16 | 1 | -4 | 0.2 | -3 | 2 | 0 | 1
56 | Cc1ccc(S(=O)(=O)N2CCN(C3CCN(Cc4ccccc4)CC3)CC2)cc1 | 1.3 | . | -6 | 0 | -0.1 | 1 | 7 | -3 | -3
57 | Cc1noc(C)c1CSc1nnc(C)c(=O)[nH]1 | 2.4 | 10 | 1 | -6 | 0.6 | 6 | 12 | -2 | 4
